Compound activity as filed in PubChem BioAssay.
KCNQ1 act: potentiators or activators of KCNQ1 channel, primary screen, cell-based, thallium flux, high-throughput | CHO-K1 KCNQ1, thallium flux FluxOR fluorescence; active compounds read high | B-score at 10 µM | hit rate 0.35% among 310,000 | Potassium voltage-gated channel subfamily KQT member 1 (Homo sapiens), P51787;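 active = fluorescence ratio B-score, a plate-corrected score, at least three library SD, with initial intensity B-score within 5 SD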
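Assay system: CHO-K1 cells stably expressing KCNQ1. Medium: assay buffer for compound exposure, DMSO matched across wells. Timing: 37 °C overnight plating, 90-min dark dye load, 20-min compound pretreatment. Signal: kinetic FluxOR fluorescence, 10 s baseline plus 110 s post-stimulus.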
hERG rescue: hERG rescue from dofetilide block, primary screen, cell-based, CHO-hERG, FluxOR thallium flux, dofetilide IC70. activation (rescue from dofetilide block), less the hit threshold, % at 10 µM. hit rate 0.51% among 310,000. AID 1511, 2009. dofetilide IC70 present;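 active = activation above the mean of controls blocked by dofetilide plus 5 SD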;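 note: thallium influx through hERG after potassium depolarization seen as dye fluorescence rise; in these data hits start at about 4.7%; inactives centre near -7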
KCNK3 inh: human KCNK3 channel inhibitors, primary screen, CHO cells, FluxOR thallium flux, B-score; AID 602410, 2012; Potassium channel subfamily K member 3 (Homo sapiens), O14649; FluxOR fluorescence; active compounds read low; hit rate 0.84% among 340,000; B-score at 10 µM;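 active = B-score under library mean minus 4 SD, starting fluorescence ratio at most library mean plus 5 SD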;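 note: more negative B-score means stronger inhibition of thallium flux through KCNK3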
Target sequence (O14649 whole entry, looked up): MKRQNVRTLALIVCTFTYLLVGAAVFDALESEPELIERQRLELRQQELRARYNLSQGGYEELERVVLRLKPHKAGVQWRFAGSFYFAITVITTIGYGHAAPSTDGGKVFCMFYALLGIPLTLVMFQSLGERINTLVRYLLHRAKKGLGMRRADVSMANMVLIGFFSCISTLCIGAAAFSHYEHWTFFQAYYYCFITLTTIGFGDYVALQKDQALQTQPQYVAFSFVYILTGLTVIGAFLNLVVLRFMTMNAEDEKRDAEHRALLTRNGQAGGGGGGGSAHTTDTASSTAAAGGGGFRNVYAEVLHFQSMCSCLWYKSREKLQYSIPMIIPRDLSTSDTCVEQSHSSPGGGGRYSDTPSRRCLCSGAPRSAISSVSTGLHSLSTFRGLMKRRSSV
KCNQ1 inh: inhibitors of human KCNQ1 channel, primary screen, cell-based, thallium flux, high-throughput; Potassium voltage-gated channel subfamily KQT member 1 (Homo sapiens), P51787; CHO-K1 KCNQ1, FluxOR thallium flux fluorescence; active compounds read high; B-score at 10 µM; hit rate 1.3% among 310,000;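 active = compounds whose thallium flux B-score, printed positive for inhibition, exceeds three library SD while starting fluorescence stays within three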;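 note: channel opened by potassium depolarization with thallium stimulus after 20 min compound exposure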
GSK3B inh: human GSK3beta kinase inhibitors, primary screen, biochemical, cell-free homogeneous, HTS; AID 2097, 2009; activity score (negative = inhibition), % at 10 µM; GST-GSK3beta kinase, ADP-Glo luminescence, 60 min; active compounds read low; Glycogen synthase kinase-3 beta (Homo sapiens), P49841; hit rate 0.038% among 300,000;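 active = more than half of replicate wells score below -50%, meaning over 50% inhibition versus plate controls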;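 note: 0% = median DMSO wells and -100% = median GW8510 positive control wells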
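Test system: GST-fused GSK3beta enzyme, cell-free | Quantity: 1.6 ng GST-GSK3beta enzyme per well | Reagent: 25 µM ATP with peptide substrate | Schedule: 60 min enzyme reaction, room temperature | Signal: Luminescent ADP-Glo measurement of ADP formed | Read-out basis: Score relative to plate controls | Control set: DMSO and 20 µM GW8510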
GSK3 alpha inh: blockers of GSK3A enzyme activity – biochemical, luminescence, cell-free homogeneous, HTS, primary screen; GSK-3 alpha kinase, ADP-Glo luminescence, 60 min; inhibition, % at 10 µM; hit rate 0.1% among 320,000;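 in the data active = inhibition above about 50%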;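 note: GST-tagged GSK-3 alpha with peptide substrate and 25 µM ATP; 0% = DMSO neutral wells and 100% = GW8510 positive control wells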
Target sequence (P49840 whole entry, looked up): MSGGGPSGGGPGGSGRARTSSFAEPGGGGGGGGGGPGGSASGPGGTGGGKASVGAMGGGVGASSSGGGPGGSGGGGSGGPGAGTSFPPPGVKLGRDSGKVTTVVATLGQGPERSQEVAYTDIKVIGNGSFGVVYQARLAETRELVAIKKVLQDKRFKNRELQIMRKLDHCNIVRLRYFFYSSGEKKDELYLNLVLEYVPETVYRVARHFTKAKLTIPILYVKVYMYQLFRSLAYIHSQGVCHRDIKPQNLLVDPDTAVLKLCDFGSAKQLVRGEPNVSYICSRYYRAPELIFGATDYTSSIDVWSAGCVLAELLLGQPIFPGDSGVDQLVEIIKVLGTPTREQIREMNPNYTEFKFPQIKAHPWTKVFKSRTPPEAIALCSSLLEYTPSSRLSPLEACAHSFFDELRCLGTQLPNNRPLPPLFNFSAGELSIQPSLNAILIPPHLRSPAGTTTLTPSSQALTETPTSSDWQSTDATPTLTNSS
RGS4 pot: RGS4 potentiators or activators, primary screen, cell-based, HEK293 M3R inducible RGS4, calcium flux | carbachol calcium flux Fluo4; active compounds read low | B-score at 10 µM | hit rate 0.92% among 310,000 | AID 463111, 2010;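 active = B-score of the integrated calcium signal more than 4 SD below the library mean, with starting fluorescence not abnormally high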;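 note: negative B-score means reduced calcium response which marks RGS4 activation or potentiation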
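test system = M3R-expressing HEK293 line, RGS4 induced by doxycycline | probe or stimulus = carbachol at ECmax as muscarinic agonist stimulus | timing = dye loading 30 min 37 °C, buffer rest 30 min RT | signal = calcium dye Fluo4 fluorescence | evaluation = B score from integrated fluorescence ratio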
PolyA inhibitor: polyadenylation inhibitors in yeast reporter cells, primary screen, luminescence, S. cerevisiae | calls only at 12 µM | S. cerevisiae SKY197-pL101 polyadenylation reporter, beta-gal luminescence; efflux-impaired pdr1/pdr3 knockout yeast; score 100 = 6 SD above DMSO | hit rate 0.02% among 300,000 | AID 1875, 2009;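 active = lowest replicate activity score at least 50, where 100 means six control SD above control mean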;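 note: yeast exposed to compound for 9 h at 30 °C; higher score means more reporter readthrough which indicates perturbed polyadenylation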
RGS4 inh: RGS4 inhibitors, primary screen, cell-based, HEK293 M3R inducible RGS4, calcium flux; Regulator of G-protein signaling 4 (Homo sapiens), P49798; Fluo-4 calcium flux; active compounds read high; triggered by carbachol at its EC20; B-score at 10 µM; hit rate 0.45% among 310,000;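 active = B-score, a plate-corrected calcium signal, over three deviations above library mean, with baseline fluorescence within five deviations of library mean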;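 note: RGS4 expression induced by doxycycline in cells with stable M3 receptor; B-score is computed from the integrated fluorescence ratio over baseline after carbachol; higher B-score means a larger calcium signal and so more RGS4 inhibition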
KCNK9 block: KCNK9 potassium channel inhibitors, primary screen, HEK293 cells, thallium flux | hit rate 1.2% among 310,000 | B-score at 10 µM | AID 488922, 2010 | FluxOR thallium flux fluorescence; active compounds read low;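 active = ratio B-score over 3 SD below the library mean, with starting fluorescence within 5 SD of its mean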;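 note: negative B-score means less thallium flux so channel inhibition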
DYRK1A inh: rat Dyrk1A kinase inhibitors, primary screen, biochemical, single point, plate reader. ADP-Glo luminescence, NFATc1 peptide. hit rate 0.43% among 310,000. inhibition, % at 12.5 µM. AID 504441, 2011. Dual specificity tyrosine-phosphorylation-regulated kinase 1A (Rattus norvegicus), Q63470; in the data active = inhibition above about 50%;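 note: plate controls were vehicle with enzyme for no effect and no enzyme for full effect; many of its hits are not listed in these tables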
An asterisk follows results filed as active; i = inactive; . = no result given.

Values run as follows: KCNQ1 act, hERG rescue, KCNK3 inh, KCNQ1 inh, GSK3B inh, GSK3 alpha inh, RGS4 pot, PolyA inhibitor, RGS4 inh, KCNK9 block, DYRK1A inh
> O=C(NCCCn1ccnc1)C(=O)Nc1ccccc1
  i, -15, i, i, 2, -2, i, i, i, i, .
> O=C(c1cccs1)N1CCN(C2CCN(Cc3ccccc3)CC2)CC1
  i, -6, i, i, 2, 0, i, i, i, i, 5
> COc1ccccc1-n1cnc2sc(-c3ccccc3)cc2c1=O
  i, -8, i, i, 3, 0, i, i, i, i, -18
> CC(=O)C1=C(O)C(=O)N(CCC(=O)O)C1c1cccc(F)c1 (configuration not stated)
  i, 3, i, i, 2, -1, i, i, i, i, 8
> COc1ccc(-c2[nH]ncc2/C=N\NC(=O)c2ccc(Br)o2)cc1OC
  i, -11, i, i, -12, 24, i, i, i, i, 9
> C=CCn1c(SCC(=O)Nc2nc3ccccc3s2)nnc1-c1ccccc1O
  i, -12, i, i, -4, 1, i, i, i, i, 9
> Nc1ccc2oc(C3CCCCC3)nc2c1
  i, -4, i, i, 5, -3, i, i, i, i, .
> CN1CCC(=O)N([C@H](COc2ccccc2)Cc2ccccc2)CC1
  i, -5, i, i, 2, 0, i, i, i, i, -8
> O=C(Nc1ccc2c(c1)OCO2)c1cnc2n(c1=O)CCS2
  i, -13, i, i, 2, -6, i, i, i, i, -12
> Cc1cccc(C)c1NC(=S)N1CCCCCC1
  i, -4, i, i, 0, -1, i, i, i, i, 4
> C=CCNC(=S)N/N=C/c1ccc(C(F)(F)F)cc1
  i, -3, i, i, 1, -2, i, i, i, i, .
> O=S(=O)(/N=C(/Nc1ccccc1F)c1ccccc1)c1ccccc1
  i, -9, i, i, 2, -1, i, i, i, i, 0
> C(=C\n1nnc2ccccc21)/c1ccc[nH]1
  i, 1, i, i, -5, 2, i, i, i, i, -19
> O=c1[nH]c(SCc2n[nH]c(=S)n2-c2ccccc2)nc2sc3c(c12)CCC3
  i, -11, i, i, 1, 9, i, i, i, i, -5
> CCn1c(N)c(C(=O)NCc2ccc3c(c2)OCO3)sc1=S
  i, -6, i, i, 5, 1, i, i, i, i, 0
> O=S1(=O)NC[C@]23C[C@H](c4ccc(F)cc4)[C@@H](C[C@@H]21)O3
  i, -2, i, i, -5, 0, i, i, i, i, 5
> Cc1cc(C)c(NC(=S)NC(NC(=O)c2ccccc2)C(Cl)(Cl)Cl)c(C)c1 (configuration not stated)
  i, -7, i, i, -1, -2, i, i, i, i, -17
> OCCC1CN(Cc2cccn2-c2ccccn2)CCN1C1CCCC1 (configuration not stated)
  i, -11, i, i, 2, -3, i, i, i, i, -4
> Fc1ccc(Br)cc1/C=N/n1cnnc1
  i, -6, i, i, 1, 2, i, i, i, i, 7
> Nc1nc(SCc2ccccc2Cl)ns1
  i, -6, i, i, 0, 3, i, i, i, i, 5
> O=C(O)CSCCn1cccn1
  i, -9, i, i, 2, 1, i, i, i, i, -6
> CC(C)(C)c1ccc(OCCCNC2CCCC2)cc1
  i, -12, i, i, -5, 1, -7.4*, i, i, i, -2
> CCOC(=O)c1ccccc1NC(=O)Nc1ccc(OC)c(OC)c1
  i, -11, i, i, -4, 2, i, i, i, i, 6
> O=C(c1cc(COc2ccc(F)cc2F)on1)N1C[C@H]2CC[C@H]1C2
  i, -7, i, i, -4, -2, i, ., i, i, 8
> CCOc1ccc(NC(=O)C2CCN(C(=O)C3CC(=O)N(c4ccc(C)cc4)C3)CC2)cc1 (configuration not stated)
  i, -4, i, i, -2, 2, i, i, i, i, -2
> O=C(NCCc1ccccc1)C(=O)NCC1OCCCN1S(=O)(=O)c1cccs1 (configuration not stated)
  i, -12, i, i, 2, 0, i, i, i, i, 0
> COc1cc(CN2CCC(CO)(Cc3cccc(C(F)(F)F)c3)CC2)ccc1F
  i, -12, i, i, -1, -2, i, i, i, i, .
> O=C(CCC(=O)Nc1ccc(F)cc1)N/N=C/c1cccs1
  i, -3, i, i, -1, 1, i, i, i, i, 1
> O=C(NCCCN1CCCC1=O)C1CCC(CNS(=O)(=O)c2ccc(Cl)cc2)CC1 (configuration not stated)
  i, -8, i, i, 0, -1, i, i, i, i, -3
> CC(=O)Nc1ccc(S(=O)(=O)NC(C(=O)O)C(C)C)cc1 (configuration not stated)
  i, -5, i, i, -4, -3, i, i, i, i, -1
> c1ccc(Cn2nc(-c3ccccc3)nc2-c2ccccc2)cc1
  i, -5, i, i, 1, 1, i, ., i, i, -3
> Cc1ccc(NC(=O)c2cc3ccccc3oc2=N)cc1
  i, -5, i, i, -5, 0, i, i, i, i, 3
> O=C(CNC(=O)c1cccc(Cl)c1)N/N=C/C=C/c1ccccc1
  i, -6, i, i, 1, -1, i, i, i, i, -3
> COc1ccc(-c2cc(C(F)(F)F)nc(SCC(=O)NCc3cccs3)n2)cc1OC
  i, -1, i, i, 2, -1, i, i, i, i, -7
> O=C(NCCN1CCOCC1)C1CCN(S(=O)(=O)N2CCCC2)CC1
  i, -9, i, i, -1, -3, i, i, i, i, -4
> NS(=O)(=O)c1ccc(CNS(=O)(=O)c2ccc3ccccc3c2)cc1
  i, -7, i, i, 1, -3, i, i, i, i, 7
> COc1ccc(N=C2C(=O)Nc3ccccc32)cc1
  i, -7, i, i, 0, -1, i, i, i, i, -4
> Cc1cc(NC(=O)c2cc(-c3ccccc3)on2)no1
  i, -17, i, i, -2, -1, i, i, i, i, 6
> CCc1cccc(C)c1NC(=O)CCCSc1nc2ccccc2s1
  i, -1, i, i, -2, -1, i, i, i, i, 4
> CCCCOP(=O)(c1ccc(N(C)C)cc1)C(O)c1ccc(OC)c(OC)c1 (configuration not stated)
  i, -2, i, i, -2, -2, i, i, i, i, -11
> Cc1ccc(S(=O)(=O)N2CCN(C(=O)c3ccc(-n4cncn4)c([N+](=O)[O-])c3)CC2)cc1
  i, -9, i, i, 0, 2, i, i, i, i, -4
> O=C(Nc1nc2ccccc2n1CCN1CCOCC1)c1ccc(COc2ccccc2Br)o1
  i, -2, i, i, -2, 0, i, i, i, i, -2
> NS(=O)(=O)c1cccc(NC(=O)CSc2nnnn2-c2ccccc2)c1
  i, -14, i, i, -1, -1, i, i, i, i, 5
> Cc1ccc(NS(=O)(=O)c2ccc3c(c2)NC(=O)CCS3)c(C)c1
  i, -2, i, i, -24, -3, i, i, i, i, -2
> O=C(CNC(=O)c1ccccc1F)NC1CC1
  i, -3, i, i, -4, -3, i, i, i, i, -18
> Cc1cc(OCCCCn2ccnc2)cc(C)c1Cl
  i, -4, i, i, 0, 3, i, i, i, i, 4
> Cc1ccc(OCC(=O)Nc2nnn(C)n2)c(C)c1
  i, -4, i, i, 2, -1, i, i, i, i, 3
> CCN(CC)S(=O)(=O)c1ccc2c(c1)nc(CCC(=O)Nc1ccccc1Cc1ccccc1)n2CC
  i, -6, i, i, 1, -6, i, i, i, i, -2
> O=C(/C=C/c1ccc(Br)o1)Nc1nnc(C2CC2)s1
  i, -4, ., i, 1, -2, i, i, i, i, .
> CCOC(=O)c1ccc(NC(=O)c2cc(S(=O)(=O)N3CCOCC3)cn2C)cc1
  i, -10, i, i, 1, -2, i, i, i, i, -2

Next results
Values run as follows: KCNQ1 act, hERG rescue, KCNK3 inh, KCNQ1 inh, GSK3B inh, GSK3 alpha inh, RGS4 pot, PolyA inhibitor, RGS4 inh, KCNK9 block, DYRK1A inh
> COC(=O)C1=C(N)Oc2cc(N(C)C)ccc2C1c1ccccc1OC (configuration not stated)
  i, -13, i, i, -3, 0, i, i, i, i, 0
> CC(C)(C)c1ccc(NC(=O)CSc2n[nH]c(=O)n2-c2cccnc2)cc1
  i, -3, i, i, -4, 2, i, i, i, i, -6
> CC1CCN(C(=O)c2cc3nc(-c4ccccc4)cc(-c4ccccc4)n3n2)CC1
  i, -15, i, 6*, 6, -1, i, i, i, i, 0
> O=C(CCl)Nc1ccccc1C(=O)c1ccccc1
  i, -12, i, i, -1, -1, i, i, i, i, 2
> Cc1ccccc1CNC(=O)C(=O)NCCC1CCCCN1S(=O)(=O)c1cccs1 (configuration not stated)
  i, -6, i, i, 4, ., i, i, i, i, -3
> N#C/C(=C1\C(=O)Nc2c(Cl)cc(Cl)cc21)c1nnc2n1CCCCC2
  i, -10, i, i, -7, -1, i, i, i, i, 3
> O=c1[nH]cnc2[nH]ncc12
  i, -6, i, i, 1, 3, i, i, i, i, -4
> CC(C)c1ccc(NC(=O)[C@H](NC(=O)[C@@H]2Cc3ccccc3CN2)c2ccccc2)cc1
  i, -20, i, i, 1, 0, i, i, i, i, -4
> COc1ccc(C(=O)Nc2ccc(Nc3ccccc3)cc2)cc1OC
  i, -4, i, i, 1, -4, i, i, i, i, 1
> C=CCNC(=O)c1cc(-c2ccncc2)nc2c(C)cc(C)cc12
  i, -8, i, i, 1, -2, i, i, i, i, .

A portion of the library. The share of hits here may be higher or lower than overall.
